RSV CPE inhibition = RSV antiviral activity via CPE protection, HEp-2 cells, primary 10 µM value included (AID 2391); HEp-2 cells, RSV-induced CPE inhibition; higher % means a stronger effect; actives 0.13% (n = 310,000); CPE inhibition, % at 10 µM, or IC50 in µM where a hit was titrated; in the data active means a potency from the dose series; further: strong numbers were not always called active
GPR35 antagonists = inhibition of zaprinast-stimulated GPR35 beta-arrestin translocation – imaging, U2OS, beta-arrestin-GFP, zaprinast agonist, primary screen (AID 2058) | U2OS GPR35 beta-arrestin-GFP translocation imaging, zaprinast antagonism; higher % means a stronger effect | inhibition, % at 10 µM; hits with a dose series show IC50 in µM | actives 0.052% (n = 290,000);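 active means inhibition of at least 50% with at least 30 cells and total cytoplasm GFP at most 10,000,000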
NS5 inhibitors = flavivirus cap methylation enzyme inhibition – biochemical, confirmation dose response, primary screen (AID 588689). Dengue-2 NS5 methyltransferase capping enzyme assay, biochemical; higher % means a stronger effect. inhibition, % at 25 µM, or IC50 in µM where a hit was titrated. actives 0.3% (n = 340,000); in the data active means a potency from the dose series
Large T inhibition = SV40 large T antigen inhibitors, biochemical (AID 1903); inhibition, % at 20 µM, or IC50 in µM where a hit was titrated; SV40 large T antigen ATPase/helicase inhibition assay; higher % means a stronger effect; actives 0.39% (n = 310,000); in the data active means a potency from the dose series; further: strong numbers were not always called active
GPR55 antagonists = GPR55 antagonists blocking LPI-driven arrestin recruitment, primary screen, imaging, U2OS, beta-arrestin-GFP, LPI agonist (AID 2013). U2OS GPR55 beta-arrestin-GFP translocation imaging, LPI antagonism; higher % means a stronger effect. inhibition, % at 10 µM; hits with a dose series show IC50 in µM. actives 0.13% (n = 290,000);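 active means spots per cell inhibited over 60%, with over 100 cells counted and total cytoplasm intensity under 500,000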;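 further: U2OS cells stably carrying GPR55 and arrestin-GFP stimulated by 5 µM LPI near EC80; imaged beta-arrestin-GFP aggregate spots per cell after agonist stimulation; plate controls were LPI-stimulated DMSO wells for no effect and DMSO wells without LPI for full effect; some results filed as inactive read as strong as hits; confirmed hits need IC50 under 10 µM and bright autofluorescent wells are also inconclusive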
MgcRacGAP inhibition = MgcRacGAP GTPase-activating activity inhibitors, confirmation, biochemical, ADP Hunter fluorescence | MgcRacGAP-stimulated Rac1 GTP hydrolysis, ADP Hunter fluorescence; higher % means a stronger effect; GST-tagged Rac1 F28L mutant substrate | one-dose inhibition, % at 30 µM; IC50 in µM for titrated hits | actives 0.6% (n = 340,000);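 active means first-screen hits whose inhibition reached a set limit at any dose in the follow-up dose series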;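 further: fluorescence reports GDP produced by GAP-driven GTP hydrolysis; strong numbers were not always called active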
UTI89 phage lysis = protection from phage-mediated lysis, alamar blue read-out – E. coli UTI89, K1F phage, bacterial capsule biogenesis inhibitors (AID 488966); one-dose inhibition, % at 100 µM; IC50 in µM for titrated hits; E. coli UTI89 K1F phage lysis, alamar blue, 2 h; higher % means a stronger effect; actives 0.02% (n = 340,000);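 active means phage lysis inhibition, versus mean bacterial control, above a set limit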;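 further: capsule biogenesis inhibitors block K1F phage lysis so surviving cells raise fluorescence; higher fluorescence means more inhibition of phage lysis; actives were called in the ten point dose series up to 300 µM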
HIV peptide binding = cell-free HIV fusion peptide-binding blockers – biochemical, uHTS, fluorescence dequenching, primary screen (AID 1986) | cell-free peptide binding, fluorescence dequenching, 30 min; higher % means a stronger effect | inhibition, % at 20 µM, or IC50 in µM where a hit was titrated | actives 0.3% (n = 290,000); in the data active means inhibition mostly above about 52%, no sharp cut-off; inactive means mostly below about 76%; further: some results filed as inactive read as strong as hits
PhoP inhibition = PhoP-dependent GFP reporter repression – Salmonella Typhimurium, primary screen (AID 1863). one-dose inhibition, % at 50 µM; IC50 in µM for titrated hits. S. Typhimurium PhoP-regulated promoter GFP reporter, 4 h; higher % means a stronger effect. actives 0.16% (n = 300,000);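 active means inhibition over 29.93%, a cutoff 3 SD above the screen mean, later confirmed by dose response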;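 further: 0% = low Mg2+ inducing control and 100% = high Mg2+ repressing control; strong numbers were not always called active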
* marks the source's active call; other numbers are inactive results; / = no result given; [ ] = remark or other dose.

SMILES,RSV CPE inhibition,GPR35 antagonists,NS5 inhibitors,Large T inhibition,GPR55 antagonists,MgcRacGAP inhibition,UTI89 phage lysis,HIV peptide binding,PhoP inhibition
Cc1nnc(C)n1/N=C/c1ccc(C(C)C)cc1,-1.8%,-3.6%,-0.7%,17.6%,-3.5%,2.5%,2.6%,-1.2%,5.0%
O=C(O)CCC(=O)N1CCN(c2ccc(C(=O)c3ccc(F)cc3)cc2)CC1,-0.5%,11.4%,/,2.7%,1.1%,0.5%,1.6%,1.9%,5.7%
CC(=O)Nc1ccc(Sc2ncccc2C(=O)Nc2cc(Cl)cc(Cl)c2)cn1,1.6%,-1.8%,-2.0%,-9.2%,19.1%,1.9%,6.9%,-2.9%,-8.8%
COc1ccc(NC2CCCN(C(=O)c3ccccc3C(F)(F)F)C2)cc1 (configuration not stated),3.0%,7.1%,1.6%,16.1%,11.9%,75.1µM*,0.4%[50 µM],-1.5%,-1.6%
CCC12CN3CCN(CC(C3)/C1=N\NC(=O)c1ccc(C(C)(C)C)cc1)C2,0.3%,-4.6%,1.3%,4.9%,1.7%,2.4%,2.0%[50 µM],1.8%,-0.2%
Cc1nn(CC(=O)NCc2cccc(F)c2)c(=O)c2cccn12,1.0%,-3.4%,-5.3%,7.3%,1.0%,12.0%,0.6%,0.2%,4.6%
O=C(CCCn1c(=S)[nH]c2ccccc2c1=O)N1CCOCC1,2.4%,-2.1%,-13.7%,-0.6%,2.9%,5.2%,0.0%,-4.0%,-2.8%
CC1C(=O)C(C)(C)C(=O)OC1c1ccccc1 (configuration not stated),1.8%,-1.8%,7.0%,2.5%,2.5%,-19.2%,-1.9%,0.7%,-2.9%
Cc1cccc(N(C(=O)c2csnn2)C(C(=O)NC2CCCCC2)c2ccncc2)c1 (configuration not stated),-0.7%,-4.1%,-8.9%,3.1%,-20.0%,9.8%,-0.3%,0.2%,-4.6%
Cn1c(=O)c2c(ncn2CC(=O)OCC(=O)c2ccc(Cl)cc2)n(C)c1=O,-0.8%,/,-3.7%,1.7%,/,6.5%,-1.1%,/,2.4%
Cc1ccc(NCc2nnc(SC(C)C(=O)N/N=C/c3ccc(C)o3)n2-c2ccccc2)cc1 (configuration not stated),1.6%,3.7%,-0.7%,11.1%,-8.2%,3.9%,1.6%,-3.1%,-5.9%
Cc1cc(C)nc(/N=C(\N)N2CCCCC2)n1,0.5%,7.6%,1.8%,9.5%,10.4%,8.8%,0.2%,1.3%,2.3%
COc1cccc(C(=O)CSc2nnc(CNc3nc(-c4ccccc4)cs3)n2C)c1,1.1%,-8.2%,-15.0%,11.6%,1.7%,6.6%,-0.3%,-1.0%,-2.1%
CC12CC(c3ccccc3O1)N(C(=O)c1ccc(Br)o1)C(=O)N2c1ccccc1 (configuration not stated),0.2%,4.1%,-8.2%,0.5%,-19.9%,4.4%,0.3%,-0.1%,-0.9%
COc1ccccc1NS(=O)(=O)c1cccc(C(=O)NCC(c2ccc(F)cc2)N2CCOCC2)c1 (configuration not stated),-0.1%,/,0.0%,4.4%,/,5.7%,0.3%[50 µM],/,15.8%
COc1cccc(C2C3=C(N=c4s/c(=C\c5ccc(O)cc5)c(=O)n42)c2ccccc2CC3)c1OC (configuration not stated),8.2%,2.0%,-5.2%,5.2%,6.8%,4.3%,0.7%,7.2%,11.9%
CC1CCN(C(C(=O)O)c2ccccc2)CC1 (configuration not stated),-0.6%,-13.4%,/,2.2%,4.4%,/,/,0.7%,-5.1%
COc1cccc(CNC(=O)C2CCCN(S(=O)(=O)c3c(C)[nH]c(=O)[nH]c3=O)C2)c1 (configuration not stated),0.7%,6.5%,-2.1%,16.9%,-6.0%,8.1%,-0.1%[50 µM],1.5%,-8.5%
O=C(COC(=O)Cc1cccc2ccccc12)Nc1ccccc1-c1ccccc1,2.4%,-4.9%,-8.0%,15.1%,-4.2%,8.1%,0.0%,2.6%,-6.1%
COCCN(C(=O)c1ccco1)c1nnc(-c2ccc(OC)c(OC)c2)s1,-0.2%,13.3%,-2.2%,6.0%,-5.4%,11.9%,0.3%,1.1%,-10.5%
O=C(CCc1ccccc1)Nc1cc(C(=O)O)cc(C(=O)O)c1,0.9%,10.8%,-11.8%,19.5%,1.2%,2.6%,-0.8%,1.3%,-1.7%
CC(=O)NCc1ccc(C(=O)COC(=O)COc2ccccc2)s1,2.9%,/,2.2%,/,/,0.8%,0.2%[50 µM],/,/
CS(=O)(=O)N1CCN(c2ccc([N+](=O)[O-])c(NCc3ccc(Cl)cc3)c2)CC1,3.1%,17.4%,-10.9%,17.1%,16.3%,13.0%,2.1%,16.5%,-7.1%
CNS(=O)(=O)c1cccc(C(=O)OCC(=O)Nc2ccccc2F)c1,-0.5%,7.2%,-3.9%,1.1%,-4.6%,-6.3%,-0.2%,0.8%,0.7%
CC1CN(C(=O)CSc2cn(CC(=O)N3CCOCC3)c3ccccc23)CC(C)O1 (configuration not stated),0.4%,-10.9%,-5.4%,9.2%,11.9%,8.4%,1.4%,-1.0%,-5.9%
Cc1ccc(NC(=O)COS(=O)c2ccc(C)cc2)cc1 (configuration not stated),-0.8%,-5.6%,2.1%,4.8%,-0.5%,5.4%,0.4%,-0.7%,2.6%
Cc1cc(OC(=O)c2ccc(C)c(C)c2)c([N+](=O)[O-])c(=O)[nH]1,3.1%,13.0%,4.4%,15.4%,-6.8%,14.8%,0.1%,-0.3%,-15.1%
Cc1cc2c(C)ccc(C)c2nc1SCC(=O)c1cccs1,10.0%,-1.4%,-11.0%,2.6%,10.5%,1.9%,0.3%,17.2%,-220.6%
CCCCCc1ccc(-c2ccc(=O)[nH]n2)cc1,-2.2%,5.4%,3.2%,3.9%,1.0%,5.6%,1.3%,3.3%,3.7%
COc1ccc(C2NC(=O)NC(C)=C2C(=O)OCc2ccccc2)cc1 (configuration not stated),0.1%,-2.9%,8.9%,7.9%,-2.1%,10.7%,1.0%,1.0%,0.3%
Cc1cccc(-c2noc(CCC(=O)NCc3ccccc3)n2)c1,-1.2%,11.7%,1.3%,63.7%,-2.6%,5.2%,0.0%,-2.3%,23.3%
Cc1ccc(NC(=O)COC(=O)[C@@H]2CCCN2C(=O)c2cccs2)cc1S(=O)(=O)N(C)C,0.3%,-9.1%,-2.3%,8.5%,8.4%,3.6%,0.0%,-1.0%,-6.8%
Cn1ccc(C(=O)N/N=C/c2ccccc2[N+](=O)[O-])n1,0.9%,16.3%,3.9%,9.7%,-6.7%,2.5%,0.2%,-1.0%,-6.5%
Cc1ccc(CCC(=O)Nc2ccc(C#N)cc2)o1,1.0%,3.4%,-11.3%,6.2%,5.0%,-0.1%,-0.4%,0.4%,6.0%
CCn1cc(C(=O)N[C@@H](CCSC)C(=O)NCCN2CCOCC2)c(=O)c2cc3c(cc21)OCO3,1.8%,-15.4%,-6.2%,-1.8%,-7.9%,-0.3%,0.1%,-0.3%,-2.9%
Cc1c(C(=O)NC(C)CN2CCCCC2)oc2ccccc12 (configuration not stated),/,-4.8%,-0.7%,-7.7%,11.7%,-5.3%,-1.6%,-1.3%,13.4%
Cc1ccc(S(=O)(=O)N(C)Cc2ccc(C(=O)NN=C3C4CC5CC(C4)CC3C5)cc2)cc1,0.2%,38.2%,-4.0%,-4.6%,6.3%,3.8%,2.1%,-1.7%,-18.0%
CCOC(=O)C1=NOC2COC3(CCN(c4ncccn4)CC3)OCC12 (configuration not stated),1.2%,10.6%,-2.2%,13.7%,2.2%,-3.1%,0.0%,0.1%,2.1%
CCC(=O)Nc1ccccc1Sc1ncnc2scc(-c3ccccc3)c12,1.8%,0.1%,-6.6%,16.5%,5.6%,5.5%,0.8%[50 µM],1.2%,-2.3%
O=C(O)c1ccc(COc2ccccc2/C=C2\NC(=O)N(Cc3ccccc3F)C2=O)cc1,6.0%,3.8%,-2.2%,9.2%,-7.8%,9.5%,0.3%,27.1%,10.3%
CC(=C1C2C=CC1C1C(=O)NC(=O)C21)c1ccccc1 (configuration not stated),0.4%,-15.0%,-6.4%,7.4%,13.7%,6.5%,13.9%,1.5%,-4.5%
O=C(NC(=S)Nc1ccc2c(c1)OCCO2)c1ccco1,-0.5%,-7.8%,-3.8%,14.1%,6.7%,10.5%,-0.8%,-2.1%,-10.8%
CCn1c(SCC(=O)NCc2cccs2)nnc1-c1ccncc1,0.1%,1.9%,-5.6%,13.3%,0.4%,1.1%,0.5%,-3.2%,-1.2%
COc1cccc(C(=O)Nc2cc(C(=O)NCc3ccc(C)cc3)ccc2N2CCC3(CC2)CC(c2cccc(Br)c2)=NO3)c1,1.6%,/,-10.3%,8.0%,/,3.4%,3.4%,/,9.5%
OCCOc1cccc(CN2CCC(CO)(CCOc3ccccc3)CC2)c1,-0.9%,5.1%,10.6%,-0.6%,6.2%,-4.2%,-0.3%,-0.5%,-5.7%
CCOc1ccc(NC(=O)C(C)N2C(=O)c3ccccc3S2(=O)=O)cc1 (configuration not stated),-1.2%,/,3.7%,8.5%,/,-3.1%,0.5%[50 µM],/,-1.5%
CCCS(=O)(=O)NCc1cn2c(C)csc2n1,2.4%,4.9%,-2.8%,14.2%,0.0%,2.7%,4.5%,1.8%,8.5%

Complete entries from above. Screens in order: RSV CPE inhibition | GPR35 antagonists | NS5 inhibitors | Large T inhibition | GPR55 antagonists | MgcRacGAP inhibition | UTI89 phage lysis | HIV peptide binding | PhoP inhibition
CCn1c(SCC(=O)NCc2cccs2)nnc1-c1ccncc1 reads 0.1% | 1.9% | -5.6% | 13.3% | 0.4% | 1.1% | 0.5% | -3.2% | -1.2%
CCCS(=O)(=O)NCc1cn2c(C)csc2n1 reads 2.4% | 4.9% | -2.8% | 14.2% | 0.0% | 2.7% | 4.5% | 1.8% | 8.5%
OCCOc1cccc(CN2CCC(CO)(CCOc3ccccc3)CC2)c1 reads -0.9% | 5.1% | 10.6% | -0.6% | 6.2% | -4.2% | -0.3% | -0.5% | -5.7%

Source: PubChem BioAssay
